RGS4 act: RGS4 potentiators or activators, primary screen, cell-based, HEK293 M3R inducible RGS4, calcium flux. carbachol calcium flux Fluo4; hits give low values. B-score at 10 µM. 0.92% of 310,000 active;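 active = B-score of the integrated calcium signal more than 4 SD below the library mean, with starting fluorescence not abnormally high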;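 note: negative B-score means reduced calcium response which marks RGS4 activation or potentiation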
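Material: Inducible-RGS4 HEK293 cells carrying M3 receptor; also added: carbachol at ECmax as muscarinic agonist stimulus; incubation: compound preincubation 20 min at room temperature before agonist; signal: Fluo4-AM (2 µM) calcium-flux fluorescence, kinetic read; measure: integrated calcium ratio converted to B score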
TRPC6 inh: mouse TRPC6 channel inhibitors, primary screen, cell-based, HEK293, membrane potential dye. B-score at 10 µM. AID 2553, 2010. ACh-evoked depolarization; hits give low values. 1.1% of 310,000 active;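 active = B-score under library mean minus 3 SD, initial fluorescence not abnormally high, positive integrated signal ratio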;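 note: B-score derived from integrated fluorescence ratio over the kinetic read; more negative B-score means stronger inhibition of depolarization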
Target sequence (Q61143 whole entry, looked up): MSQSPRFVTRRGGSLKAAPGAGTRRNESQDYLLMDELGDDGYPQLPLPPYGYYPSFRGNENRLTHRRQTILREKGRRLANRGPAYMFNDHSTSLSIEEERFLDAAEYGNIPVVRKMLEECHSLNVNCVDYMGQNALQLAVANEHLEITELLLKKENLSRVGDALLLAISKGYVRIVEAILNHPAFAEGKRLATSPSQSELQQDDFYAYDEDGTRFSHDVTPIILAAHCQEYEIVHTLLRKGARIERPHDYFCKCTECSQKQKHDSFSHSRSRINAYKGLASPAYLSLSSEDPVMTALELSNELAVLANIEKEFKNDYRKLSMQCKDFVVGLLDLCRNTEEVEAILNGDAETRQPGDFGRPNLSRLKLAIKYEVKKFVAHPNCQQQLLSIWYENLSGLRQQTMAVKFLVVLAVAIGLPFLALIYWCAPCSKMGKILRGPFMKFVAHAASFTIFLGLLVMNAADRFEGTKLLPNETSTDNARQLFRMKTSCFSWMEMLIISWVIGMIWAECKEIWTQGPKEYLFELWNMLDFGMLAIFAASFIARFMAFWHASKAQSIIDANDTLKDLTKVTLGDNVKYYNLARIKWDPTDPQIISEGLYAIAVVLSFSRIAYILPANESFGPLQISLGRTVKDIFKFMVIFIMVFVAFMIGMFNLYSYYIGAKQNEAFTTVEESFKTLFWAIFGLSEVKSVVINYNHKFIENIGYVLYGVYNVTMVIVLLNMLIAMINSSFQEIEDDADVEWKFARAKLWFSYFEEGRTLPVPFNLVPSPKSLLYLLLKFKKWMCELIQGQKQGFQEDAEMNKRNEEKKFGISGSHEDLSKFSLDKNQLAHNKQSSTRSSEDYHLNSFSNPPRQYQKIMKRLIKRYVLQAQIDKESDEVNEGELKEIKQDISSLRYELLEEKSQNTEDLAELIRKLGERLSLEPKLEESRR
MrgX1 antag: antagonists of human MrgX1 receptor, primary screen, HEK293 cells, Fluo-4 calcium flux; Mas-related G-protein coupled receptor member X1 (Homo sapiens), Q96LB2; BAM8-22 antagonism; hits give low values; B-score at 10 µM; 1.3% of 310,000 active;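 active = calcium-response B-score plate-corrected more than 3 library SD below zero, starting fluorescence within 5 deviations, no agonist response on first addition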;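 note: peak minus trough fluorescence over baseline after final BAM8-22 challenge near maximal dose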
MrgX1 agonist: agonists of human MrgX1 receptor, primary screen, HEK293 cells, Fluo-4 calcium flux. Fluo-4 calcium fluorescence, agonist mode; hits give high values. 0.44% of 310,000 active. B-score at 10 µM. AID 588627, 2011. Mas-related G-protein coupled receptor member X1 (Homo sapiens), Q96LB2;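 active = calcium response B-score plate-corrected fluorescence ratio at least 3 library SD, with starting fluorescence B-score inside 5 SD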
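Test system: HEK293 cells stably expressing human MrgX1 receptor; Input: fifteen thousand cells per well; Dosing: compound delivered in addition one of three; Schedule: overnight seeding, then 1 h dark dye loading; Technique: Fluo-4 NW calcium fluorescence; Measure: B-scored fluorescence response ratio; Controls: positive and negative controls per plate.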
HIF act: HIF pathway transcriptional activators, primary screen, cell-based, U2OS HRE-luciferase, luminescence | AID 1910, 2009 | 0.32% of 300,000 active | activation, % at 7.5 µM (by protocol) | U2OS HRE-luciferase reporter; normalized: DMSO 0%, desferrioxamine 100%;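 active = mean activation of at least 10% of the iron chelator positive control signal, with at least half of replicates also reaching 10%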
SKKanGAS inh: S. pyogenes SKKanGAS growth inhibitors in kanamycin, primary screen, streptokinase expression inhibitor project, SKKanGAS strain, BacTiter-Glo luminescence | 6 h | inhibition, % at 7.5 µM | 1.3% of 300,000 active | AID 1662, 2009;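 active = mean replicate score, as percent of positive control median, at least 50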;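 note: strain carries kanamycin resistance gene driven by streptokinase promoter and grows in 40 µg/ml kanamycin; loss of luminescence reflects streptokinase promoter inhibition or plain growth inhibition; 0% = median of DMSO wells and 100% = positive control at its reference dose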
RGS4 block: RGS4 inhibitors, primary screen, cell-based, HEK293 M3R inducible RGS4, calcium flux | Regulator of G-protein signaling 4 (Homo sapiens), P49798 | Fluo-4 calcium flux; hits give high values; triggered by carbachol at its EC20 | B-score at 10 µM | 0.45% of 310,000 active | AID 463165, 2010;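 active = B-score, a plate-corrected calcium signal, over three deviations above library mean, with baseline fluorescence within five deviations of library mean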;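 note: RGS4 expression induced by doxycycline in cells with stable M3 receptor; B-score is computed from the integrated fluorescence ratio over baseline after carbachol; higher B-score means a larger calcium signal and so more RGS4 inhibition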
Target sequence (P49798 whole entry, looked up): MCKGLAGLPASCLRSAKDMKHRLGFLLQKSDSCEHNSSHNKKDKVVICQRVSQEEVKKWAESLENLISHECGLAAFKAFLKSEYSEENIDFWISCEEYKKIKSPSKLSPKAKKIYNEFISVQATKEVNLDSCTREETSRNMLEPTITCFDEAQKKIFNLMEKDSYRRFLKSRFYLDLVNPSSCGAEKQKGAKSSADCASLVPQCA
TRPC4 inh: inhibitors of mouse TRPC4 channel, primary screen, Fluo4 calcium, HEK293 TRPC4beta/mu-opioid cells; Short transient receptor potential channel 4 (Mus musculus), Q9QUQ5; DAMGO-evoked Fluo4 calcium flux; hits give low values; B-score at 10 µM; 0.39% of 300,000 active; AID 2247, 2010;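 active = B-score over 3 SD under the library average, no early fluorescence shift, positive overall ratio signal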
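Test system – stable TRPC4beta/mu-opioid receptor HEK293 cells · Probe or stimulus – DAMGO, a submaximal dose followed by a maximal one · Dosing – one concentration per compound · Signal – Fluo4 calcium fluorescence by kinetic imaging, 5 s 1 Hz baseline · Evaluation – per-well B score of integrated baseline-normalized Fluo4 ratio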
TRPC6 act: mouse TRPC6 channel activators, primary screen, cell-based, HEK293, membrane potential dye; Short transient receptor potential channel 6 (Mus musculus), Q61143; HEK293-TRPC6 membrane potential dye fluorescence; hits give high values; B-score at 10 µM; 0.13% of 310,000 active; AID 2550, 2010;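 active = B-score of the integrated fluorescence ratio above library mean plus 3 SD, and starting fluorescence ratio within library mean plus 5 SD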;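 note: higher score means more depolarization so channel activation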
MrgX1 PAM: positive allosteric modulators of MrgX1, primary screen, HEK293 cells, Fluo-4 calcium flux; FDSS; hits give high values; B-score at 10 µM; 0.63% of 310,000 active; AID 588675, 2011;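 active = plate-corrected calcium response at least 3 library SD above typical, normal starting fluorescence, not activating the receptor alone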;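 note: compound read alongside a low EC10 to EC30 dose of BAM8-22 agonist; peak minus trough fluorescence over baseline measured at the second addition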
Platelet DG rel: inhibitors of platelet dense granule secretion, primary screen, cell-based, MLPCN, human platelets; human platelet-rich plasma, SFLLRN dense granule ATP release, luminescence; inhibition, %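 (compounds screened at 7.5 µM in platelet-rich plasma)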; 0.22% of 300,000 active; AID 1663, 2009;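 active = mean replicate score, as percent of positive control, at or above 50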
Starred values were filed as active, the others as inactive; i = inactive; · = no result given.

SMILES	RGS4 act	TRPC6 inh	MrgX1 antag	MrgX1 agonist	HIF act	SKKanGAS inh	RGS4 block	TRPC4 inh	TRPC6 act	MrgX1 PAM	Platelet DG rel
CCOc1nc(N=C(N)N)nc2c(C)cccc12	i	i	i	i	-1.0	-2	i	i	i	i	-12
NC(=S)Nn1c(CCC(=O)O)ccc1-c1ccccc1	i	i	i	i	0.2	3	i	i	i	i	-3
COC(/C=C/Nc1ccc(C)c(C)c1)=C(C#N)C#N	i	i	i	i	-0.6	-3	i	i	i	i	6
CCCn1nc2cc(C(=O)NCCc3cccs3)ccc2c1OCC	i	i	i	i	2.5	-5	i	i	i	i	10
Cc1cc(=O)oc2cc(OCC(=O)NCC3CCCO3)ccc12 (centres undefined)	i	i	i	i	-0.5	-3	i	i	i	i	8
Cc1nnc(NC(=O)CCn2c(=O)oc3ccccc32)s1	i	i	i	i	-0.6	0	i	i	i	i	16
Clc1ccc(-c2noc(CN3CCN(c4ccccc4)CC3)n2)cc1	i	i	i	i	-0.6	-8	i	i	i	i	9
COc1ccc(OCC(=O)Nc2ccc(S(=O)(=O)N3CCCC3)cc2)cc1	i	i	i	i	0.2	1	i	i	i	i	15
O=C(O)c1ccc(-n2ccnc2)c([N+](=O)[O-])c1	i	i	i	i	0.8	-1	i	i	i	i	7
CCOc1ccc(-c2csc(/C(C#N)=C\c3ccc(O)c([N+](=O)[O-])c3)n2)cc1	i	i	i	i	0.0	101*	i	i	i	i	13
O=C(NNC(=O)c1ccccc1O)c1ccc(Cl)cc1	i	i	i	i	2.5	8	i	i	i	i	4
Cc1noc(C)c1COc1ccc(C(=O)Nc2ncccc2O)cc1	i	i	i	i	2.8	-14	i	i	i	i	6
CCc1ccc(-c2nc(NC(=S)NC(=O)c3cccs3)sc2C)cc1	i	i	i	i	0.5	4	i	i	i	i	-3
Cn1c(CSc2ncccn2)nnc1SCC(=O)N1CCCc2ccccc21	i	i	i	i	0.1	5	i	i	i	i	2
CCc1cccc2c(-c3csc(=NC)n3C)c[nH]c12	i	i	i	i	0.2	7	i	i	i	i	0
O=C(COC(=O)c1cc(Br)c(Br)s1)NCCC1=CCCCC1	i	i	i	i	-0.8	-2	i	i	i	i	32
C/C(Cl)=C/Cc1c(C)[nH]c2ccc(C)cc2c1=O	i	i	i	i	1.9	9	i	i	i	i	7
CN(C)c1ccc(C2OC(=O)C(C)(C)C(=O)C2(C)C)cc1 (centres undefined)	i	i	i	i	0.0	8	i	i	i	i	-13
Cc1cccc(S(=O)(=O)c2c(N)n(/N=C/c3ccco3)c3nc4ccccc4nc23)c1	i	i	i	i	0.4	27	i	i	i	i	-4
O=S1(=O)N=C(N2CCOCC2)c2ccccc21	i	i	i	i	-0.9	-10	i	i	i	i	-8

An excerpt of these results, in CSV form:
Molecule,RGS4 act,TRPC6 inh,MrgX1 antag,MrgX1 agonist,HIF act,SKKanGAS inh,RGS4 block,TRPC4 inh,TRPC6 act,MrgX1 PAM,Platelet DG rel
Cc1cccc(S(=O)(=O)c2c(N)n(/N=C/c3ccco3)c3nc4ccccc4nc23)c1,i,i,i,i,0.4,27,i,i,i,i,-4
O=S1(=O)N=C(N2CCOCC2)c2ccccc21,i,i,i,i,-0.9,-10,i,i,i,i,-8

New compounds follow
SMILES	RGS4 act	TRPC6 inh	MrgX1 antag	MrgX1 agonist	HIF act	SKKanGAS inh	RGS4 block	TRPC4 inh	TRPC6 act	MrgX1 PAM	Platelet DG rel
COc1ccc(Oc2cc(C(F)(F)F)cnc2C(N)=O)cc1	i	i	i	i	-0.4	-5	i	i	i	i	-6
Brc1ccc(-c2noc(-c3ccccn3)n2)o1	i	i	i	i	0.8	-3	i	i	i	i	10
CCOC(=O)c1cnn(C)c1NC(=O)c1ccc([N+](=O)[O-])cc1	i	i	i	i	2.9	-1	i	i	i	i	-1
Cc1ccc(NC(=O)CCC(=O)NNC(=S)Nc2ccccc2)c(C)c1	i	i	i	i	0.1	-3	i	i	i	i	3
NC1=NN=C(N2N=C(c3ccco3)CC2(O)C(F)(F)F)n2ncnc2C1 (centres undefined)	i	i	i	i	0.1	-10	i	i	i	i	-4
Cc1ccc(CNC(=O)CNC(=O)[C@@H]2Cc3ccccc3CN2C(=O)OC(C)(C)C)cc1	i	i	i	i	-0.5	0	i	i	i	i	-2
CCn1ncc(S(=O)(=O)N2CCN(c3cccc(OC)c3)CC2)c1C	i	i	i	i	-0.4	-7	i	i	i	i	6
O=C(Nc1ccc(F)cc1)C(NC1CCCCC1)c1ccccc1 (centres undefined)	i	i	i	i	0.1	6	i	i	i	i	4
CN(c1ccc(C(=O)N/N=C/c2cccc([N+](=O)[O-])c2)cc1)S(=O)(=O)c1ccccc1	i	i	i	i	-0.7	3	i	i	i	i	3
COP(=O)(OC)c1nc(-c2cccc3ccccc23)oc1NCCc1ccccc1	i	i	i	i	-0.5	9	i	i	i	i	2
CC(C)c1cccc(C(C)C)c1NC(=O)c1ccc(OCC(=O)NCc2ccccc2)cc1	i	i	i	i	0.3	4	i	i	i	i	-5
COc1ccc(CCNC(=O)COC(=O)c2cc(OC)c(OC)cc2OC)cc1	i	i	i	i	-0.2	-8	i	i	i	i	9
Cc1ccc(S(=O)(=O)CCc2nnc(N)s2)cc1	i	i	i	i	0.0	-2	i	i	i	i	9
CCN(CC)S(=O)(=O)c1ccc(N2CCCC2)c(C(=O)OCC(=O)Nc2cc(C)on2)c1	i	i	i	i	-0.3	7	i	i	i	i	6
O=C(O)CS(=O)(=O)c1ccc(Oc2ccc(S(=O)(=O)CC(=O)O)cc2)cc1	i	i	i	i	-0.2	4	i	i	i	i	3
COc1cc2[nH]c(=O)n(CCCC(=O)NCCc3ccccc3)c(=O)c2cc1OC	i	i	i	i	0.0	-4	i	i	i	i	-1
COC(=O)c1onc(-c2c(Cl)cccc2Cl)c1C(=O)OC	i	i	i	i	-0.1	5	i	i	i	i	4
C/C(=N\OC(=O)c1c(-c2ccccc2Cl)noc1C)c1nccs1	i	i	i	i	0.4	7	i	i	i	i	-11
CCOC(=O)c1cnc(-n2nc(C)cc2C)nc1Nc1ccc(OC)cc1	i	i	i	i	1.9	66*	i	i	i	i	8
COc1ccc(CNC(=O)CN(CC2CCCO2)C(=O)CNS(=O)(=O)c2ccccc2)cc1 (centres undefined)	i	i	i	i	-0.1	0	i	i	i	i	-4
CC(=O)Oc1ccc2c(=O)c(-c3nc4ccccc4s3)coc2c1	i	i	i	i	-3.7	10	i	i	i	i	61*
CC(=O)Nc1ccc(S(=O)(=O)NC2(C(F)(F)F)NC(=O)N(Cc3ccccc3)C2=O)cc1 (centres undefined)	i	i	i	i	-0.1	29	i	i	i	i	13
CC(=O)C1=C(O)CC(c2ccccc2)CC1=NCCc1ccccc1 (centres undefined)	i	i	i	i	-32	3	i	i	i	i	-6
COC(=O)c1ccc(NC(=O)CN(C)Cc2cccc(F)c2)cc1	i	i	i	i	-0.3	2	i	i	i	i	-2
O=C(NCCCN1CCCC1=O)c1csc2ccccc12	i	i	i	i	1.0	1	i	i	i	i	1
CC1(C)CC(NC(=O)c2cccc(Cl)c2)CC(C)(C)N1	i	i	i	i	1.0	-6	i	i	i	i	-6
CCCC(=O)Nc1ccc(N2CCN(C(=O)c3cc4ccccc4o3)CC2)cc1	i	i	i	i	-1.1	3	i	i	i	i	-1
Cc1ccc(NC(=S)Nc2ccc(F)cc2)cc1	i	i	i	i	2.4	1	i	i	i	i	2
CCn1c(COc2ccccc2C)nnc1SCC(=O)NCc1ccccc1	i	i	i	i	-0.2	-14	i	i	i	i	2
CC(C)CN1CN(S(=O)(=O)c2cccs2)c2nc3ccccc3nc21	i	i	·	·	-0.1	5	i	i	i	·	-19
CN(CCOc1ccc(Cl)cc1)Cc1cccc(S(=O)(=O)N(C)C)c1	i	i	i	i	0.0	2	i	i	i	i	12
Cn1c2c(c(=O)n(C)c1=O)C(c1ccc(Br)cc1)C(C#N)=C(N)N2 (centres undefined)	i	i	i	i	0.0	-8	i	i	i	i	-7
Cc1ccc(Oc2nc3c(c(=O)n(C)c(=O)n3C)n2C)cc1C	i	i	i	i	1.1	24	i	i	i	i	10
CCNC(=O)/C(C#N)=C/c1c(N2CCN(C)CC2)nc2c(C)cccn2c1=O	i	i	i	i	-0.9	2	i	i	i	i	1
CC#CC(=O)N1CCCC(Cc2cccc(OC)c2)(C(=O)OCC)C1 (centres undefined)	i	i	i	i	-42	-1	i	i	i	i	-23
COc1cccc(CNC(=O)Cc2ccc(Br)cc2)c1	i	i	i	i	0.6	-7	i	i	i	i	-5
Cc1ccccc1NS(=O)(=O)c1cc2c3c(c1)C(C)C(=O)N3CCC2 (centres undefined)	i	i	i	i	0.0	6	i	i	i	i	4
O=C(COc1ccccc1-c1ccccc1)N/N=C/c1ccccn1	i	i	i	i	3.6	30	i	i	i	i	3
CS(=O)(=O)n1nc(C(=O)N2CCOCC2)nc1N	i	i	i	i	-0.2	0	i	i	i	i	-3
COc1ccc(C2N(C(=O)c3ccccc3)CCN2C(=O)c2ccc(C)cc2)cc1 (centres undefined)	i	i	i	i	-0.1	-3	i	i	i	i	6
CCc1ccc2oc(=O)cc(CN3CCCCC3)c2c1	i	i	i	i	-0.3	0	i	i	i	i	1
COc1cc(NC(=O)CCS(=O)(=O)c2ccc3nc(C)sc3c2)cc(OC)c1OC	i	i	i	i	-0.5	1	i	i	i	i	-3
CC1CCCC(C)N1C(=O)CSc1nnc(NC(=O)c2cccs2)s1 (centres undefined)	i	i	i	i	-0.2	10	i	i	i	14*	-4
COc1cc(C(=O)Oc2c(CN3CCOCC3)cc(Cl)c3cccnc23)cc(OC)c1OC	i	i	i	i	0.2	0	i	i	i	i	0
Cc1ccc(CC(=O)NCc2cccnc2)cc1	i	i	i	i	0.8	3	i	i	i	i	-4

Screening data: PubChem BioAssay, several laboratories
